CCT modulator – cytosolic chaperonin activity modulation; purified chaperonin ATPase assay, HTRF ADP detection, 30 min; activity change, % (no concentration beside the values), hits read low; AID 651819; actives 0.3% (n = 360,000); in the data active = activity change below about -30%; also: % is scaled to controls: 0 for no effect and ±100 for the full control effect
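We incubate TRiC, 40 or 20 nM final, with library compounds at 76 uM and 10 uM ATP for 30 min at 37 °C. ADP formed is detected with Transcreener HTRF reagents after 30 min at room temperature.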
HepG2 viability – HepG2 cytotoxicity, counter-screen for TGF-b inhibitors; Potency, µM (highest dose often 46.1 µM), for the others: at the highest dose activity change, negative = cytotoxicity, usual class: cytotoxic; HepG2 CAGA-GFP viability, ATP luminescence, 18 h; actives 0.76% (n = 410,000); also: potency is read from the fitted curve at half-maximal effect; some results filed as inactive show a strong effect at the top dose
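CellTiter-Glo luminescence gave cytotoxicity after 18 hours at 37 degrees C. The cells were HepG2 CAGA-GFP in 1% FBS DMEM, stimulated with 500 pg/mL TGF-beta after compound addition. %Activity was normalised to no-cell wells (complete cell-killing) and DMSO (no toxicity), and curves were fitted and classified.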
Nrf2 activator – activators of Nrf2 (ARE) signaling | AREc32 ARE-luciferase reporter (MCF7-derived line), luminescence, 24 h | Potency, µM (doses to about 46.1 µM), without a hit: at the highest dose activation, actives largely listed as activators | actives 0.31% (n = 410,000); also: potency is read from the fitted curve at half-maximal effect; % of control where 0% means no effect; nearly all actives have a fitted effect of over 65% in size
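Nrf2 activation is followed as ARE-luciferase induction in the AREc32 line after one day of compound treatment; luminescence is read with Steady-Glo.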
TGFb SMAD3 inh – inhibitors of TGF-b signaling; HepG2 CAGA-GFP TGF-b/SMAD3 reporter, GFP fluorescence, 18 h; TGF-beta stimulated, 500 pg/mL final; Potency, µM (titrated, usually from 46.1 µM), without a hit: at the top dose activity, negative = inhibition, hits mostly inhibitors; AID 588855; actives 1.2% (n = 410,000); also: potency is read from the fitted curve at half-maximal effect; % is scaled to controls: 0 for no effect and ±100 for the full control effect; nearly all actives have a fitted effect of over 65% in size
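Using HEPG2 CAGA-GFP reporter cells at 1000 cells/well, we pinned test compounds, stimulated with recombinant TGF-beta (500 pg/mL final) and measured total well GFP after 18 h.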
MmCpn inh – M. maripaludis TRiC chaperonin inhibition; Potency, µM (doses to about 76.9 µM), for the others: top-dose activity, negative = inhibition, most hits filed as inhibitors; purified Mm-Cpn ATPase, ADP Transcreener TR-FRET; AID 504842; actives 0.031% (n = 330,000); also: potency is read from the fitted curve at half-maximal effect; % is scaled to controls: 0 for no effect and ±100 for the full control effect; nearly all actives have a fitted effect of over 80% in size
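Compound-treated chaperonin, 25 nM final, turns over 10 uM ATP at 37°C for 30 min following a 10 min preincubation; ADP generated competes with ADP-d2 for Eu-cryptate antibody, lowering FRET.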
Nrf2 inh – blocks Nrf2 signaling. actives 2.1% (n = 360,000). AID 504444. A549 ARE-Fluc reporter, luciferase luminescence, 18-24 h. Potency, µM (top dose mostly 46 µM), inactives show top-dose activity change, negative = inhibition, usual class: inhibitors; also: potency is read from the fitted curve at half-maximal effect; % is scaled to controls: 0 for no effect and ±100 for the full control effect; nearly all actives have a fitted effect of over 60% in size
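Nrf2 activity is the BugLite luminescence, read 15 min after reagent at room temperature, following CellTiter-Fluor cytotoxicity readout (30 min, 37C). Compound titrations were applied for 18-24 h to 5000 A549 ARE_Fluc cells/well in 5% FBS OPTI-MEM.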
Akt phos inh – inhibitors of Akt phosphorylation; Neuro2A IGF-stimulated pAkt S473 HTRF, 20 min; active compounds read low; activity change, % for hits at 50 µM; actives 0.32% (n = 360,000); in the data active = activity change below about -80%; inconclusive = mostly about -51% to -80%; also: % is scaled to controls: 0 for no effect and ±100 for the full control effect
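Neuro2A cells (4,500/well, DMEM with 0.5% FBS) were treated with compound at a single 50 µM final concentration, stimulated with 6 nM IGF for 20 min at 37 °C, and lysed. Phospho-Akt Ser473 was read by HTRF as 665/615 ratio ×10^4.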
A549 tox – kills or reduces viability of A549 cells in Nrf2 counter-screen. A549 ARE-Fluc cells, CellTiter-Fluor viability, 18-24 h. Potency, µM (top dose mostly 46 µM), for the others: top-dose activity change, negative = cytotoxicity, usual class: inhibitors. actives 0.16% (n = 390,000). AID 504648; also: potency is read from the fitted curve at half-maximal effect; % is scaled to controls: 0 for no effect and ±100 for the full control effect
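A549 ARE-Fluc cells in 5% FBS OPTI-MEM, 5000 cells/well, rested 2 h then exposed to compounds in concentration-response for 18-24 h at 37 °C. Viability by CellTiter-Fluor fluorescence (Ex 405/Em 525) after 30 min; luciferase luminescence (BugLite, 15 min, RT) read afterwards.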
Abeta yeast res – restores growth of yeast expressing A-beta42 peptide; yeast expressing A-beta42, growth rescue, OD600, 48 h; response scale: 0% DMSO, 100% iron-clioquinol control; actives 0.063% (n = 410,000); AID 1347071; Potency, µM (top dose mostly 46.1 µM), for the others: top-dose growth rescue, hits mostly activators; also: potency is read from the fitted curve at half-maximal effect; nearly all actives have a fitted effect of over 55% in size
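Yeast growth medium received pinned compounds, then yeast cells expressing toxic A-beta were added; plates incubated at 30 C for 48 hr. Growth read as absorbance at 600 nm, normalized to DMSO and equimolar FeCl3 plus clioquinol controls.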
An asterisk follows results filed as active; i = inactive; ? = inconclusive; . = not tested or not shown; & = joins results of further samples; [ ] = remark or other dose. Unless noted, calls follow the shape of the dose curve; as a rule, active = well fitted curve in the direction sought with a large enough effect; inconclusive = small, poorly fitted or top-dose-only effect, or another doubt; inactive = no such curve, though single readings can be large; an effect the other way counts as inactive or inconclusive.

SMILES	CCT modulator	HepG2 viability	Nrf2 activator	TGFb SMAD3 inh	MmCpn inh	Nrf2 inh	Akt phos inh	A549 tox	Abeta yeast res
O=[N+]([O-])c1ccccc1S(=O)(=O)N1CCN(Cc2cc3c(cc2O)OCO3)CC1	0.0	-21%	0.1%	0%	1%	-30%	i	5%	12%
O=C(COC(=O)c1ccccc1F)Nc1cc(S(=O)(=O)N2CCOCC2)ccc1N1CCCC1	-1.5	2%	1.6%	5%	0%	-6%	i	0%	2%
NC(=O)c1ccc(NC(=O)COc2ccc([N+](=O)[O-])cc2Cl)cc1	-0.2	1%	-0.7%	-2%	1%	-22%	i	2%	-7%
O=C(Nc1ccccc1)C1CCN(S(=O)(=O)c2ccc3c(c2)OCCO3)CC1	-9.8	-18%	-0.5%	-24%	4%	?	i	0%	8%
Cc1ccc(CNC(=O)Cn2cccc2)cc1	0.8	-8%	0.1%	-13%	3%	4%	i	-2%	-7%
COc1ccccc1C(=O)Nc1nnc(-c2ccc(Cl)cc2)o1	-5.4	-23%	0.4%	0%	1%	20%	i	-8%	2%
CCN1C(=O)CC(N2CCC(Nc3ccc(OC)cc3)CC2)C1=O (centres undefined)	0.1	4%	2.4%	27%	0%	9%	-106%*	-2%	9%
Cc1ccc(C(=O)CNc2cccc([N+](=O)[O-])c2)cc1	-0.3	-7%	0.0%	-15%	-1%	7%	i	-1%	23%
CC(C)CN(C(=O)COC(=O)CCCc1nc2ccccc2s1)c1c(N)n(Cc2ccccc2)c(=O)[nH]c1=O	-1.4	-5%	0.2%	0%	-1%	-24%	i	-5%	8%
COc1cc(C(=O)Nc2nc3ccc4nc(C)sc4c3s2)cc(OC)c1OC	-5.5	-12%	0.3%	0%	1%	11%	.	11%	5%
CCN(CC)CCn1c2ccc(F)cc2c2nc(C)sc21	0.4	-11%	-0.5%	-3%	-1%	-1%	.	-5%	-25%
CCC(c1ccccc1)C(CC)c1cc(O)c(O)c(O)c1 (centres undefined)	-8.2	-48%	?	?	.	0%	i	4%	15%
Cc1sc(NC(=O)C2CCCCC2)c(C#N)c1-c1ccccc1	1.3	6%	2.7%	2%	-1%	?	i	1%	6%
COC(=O)C(=O)C/C(=N/Nc1ncnc2ccccc12)c1ccc(Cl)cc1	0.6	-49%	6.6%	?	1%	-4%	i	-10%	-25%
C#CCOCCOCCOCCNc1nc(N2CCN(C(=O)CCCCCCCCCCNC(=O)Cn3cc(CCCCCN)nn3)CC2)nc(N2CCN(C(=O)CCCCCCCCCCNC(=O)[C@@H](CCC(=O)O)n3cc(CCCCCN)nn3)CC2)n1	-0.5	-5%	-0.1%	?	-1%	4%	i	-4%	17%
CCc1ccc(NC(=O)Cn2c(=O)n(-c3cccc(OC)c3)c(=O)c3c(C)c(C(=O)N(C)C)sc32)cc1	.	-24%	-1.4%	0%	.	.	.	3%	-26%
C=CCCCCCCCCc1nc(SCC(C)=O)n[nH]1	0.2	-58%	2.1%	?	-2%	2%	i	0%	7%
Cc1cccc(NC(=S)NCCO)c1C	-2.7	7%	0.0%	0%	0%	2%	i	-1%	5%
Nc1ncnc2c1ncn2C1OC(COP(=O)(O)O)C(O)C1O (centres undefined)	-1.1	19%	0.3%	5%	0%	28%	i	-2%	-91%[inhibitor]
COc1ccc(OC)c(NC(=O)Cc2ccc(NC3=NC4CS(=O)(=O)CC4S3)cc2)c1 (centres undefined)	-2.3	-5%	-1.4%	5%	-2%	-15%	i	5%	-1%
Clc1ccc(OCCSCc2nc3ccccc3[nH]2)cc1	0.8	-11%	1.8%	3%	2%	?	i	-8%	12%
Cc1ccc(CCNC(=O)CCS(=O)(=O)c2cc3c(cc2C)NC(=O)CO3)cc1	-1.9	4%&1%	-0.4%&-0.6%	-4%&6%	-1%	?	i	-1%&-16%	-5%&-11%
Cc1cccc(-c2ncc(CN3CCCC(CO)(Cc4ccccc4C)C3)cn2)c1 (centres undefined)	0.6	-25%	0.8%	?	-1%	-11%	i	0%	-8%
CCOC(=O)c1sc(NC(=O)CCCCCN2C(=O)c3cccc4cccc(c34)C2=O)nc1C	-2.3	-1%	-0.3%	0%	1%	?	.	-10%	8%
COC(=O)CCC(=O)OC1(C)C(=O)C=C2C=C3CCCN3C=C2C1=O (centres undefined)	0.3	-23%	-1.0%	?	-16%	1%	i	-17%	-4%
(continued)
SMILES	CCT modulator	HepG2 viability	Nrf2 activator	TGFb SMAD3 inh	MmCpn inh	Nrf2 inh	Akt phos inh	A549 tox	Abeta yeast res
O=[N+]([O-])c1ccc2c(c1)CO[C@@]21O[C@H](CCO)C[C@H](O)[C@H]1O	-1.5	-28%	0.8%	-2%	.	.	i	.	-25%
Cc1ccccc1CC(=O)Nc1cc(C(C)(C)C)on1	-2.4	-8%	-0.5%	-3%	-1%	-5%	i	0%	?
O=C(NCCC(=O)N1CCC2(CC1)NCCc1[nH]cnc12)c1cccc(Cl)c1	-0.6	3%	-0.2%	12%	-1%	-5%	i	2%	-2%
FC(F)(F)c1cc(CO[C@@H]2CCCN[C@@H]2c2ccccc2)cc(C(F)(F)F)c1	1.1	-99%	4.7%	?	-1%	1%	i	2%	-19%
COC(=O)c1sc(NC(=O)CSc2nnnn2-c2cccc(OC)c2)nc1C	0.0	-7%	-0.2%	-18%	0%	1%	i	9%	-11%
COc1cccc(CN2C(=O)c3ccccc3C2C(=O)NCCc2ccccc2)c1 (centres undefined)	.	-16%	3.8%	0%	.	8%	.	-11%	4%
CCOc1ncccc1C(=O)N(CC)CC(=O)NCc1ccc(Cl)cc1	-3.5	14%	-0.2%	12%	0%	-17%	i	4%	4%
Cc1nc(CCNC(=O)CC2C(=O)NCCN2Cc2ccoc2)nc2c1CCCC2 (centres undefined)	-1.8	-25%	-0.2%	0%	1%	11%	i	2%	-4%
O=c1ccc(Oc2nc(N3CCOCC3)nc(N3CCOCC3)n2)n[nH]1	-1.2	-21%	0.0%	21%	3%	9%	i	3%	7%
CCOc1ccc2[nH]c(S(=O)(=O)CC)nc2c1Cl	0.1	3%	-0.2%	-10%	.	22%	i	7%	-4%
CC(C)[C@H](NC(=O)c1ccccc1F)C(=O)Nc1cccc(S(=O)(=O)N2CCOCC2)c1	1.1	-42%	-0.7%	-7%	.	.	i	.	-7%
CC(=O)c1c(N)[nH]c(-c2ccccc2)nc1=S	-1.3	1%	4.8%	-14%	-4%	3%	i	-1%	16%
CCOC(=O)C1(C/C(C)=N/NC(N)=O)CC(C)OC1=O (centres undefined)	-1.5	9%	-0.4%	-7%	-2%	3%	i	0%	-4%
CCOc1ccc(NC(=O)c2sc3nc4c(cc3c2N)CCCCCC4)cc1	.	-26%	0.2%	-6%	.	-23%	.	13%	-2%
CCOc1ccccc1N1CCN(C(=O)CCNS(=O)(=O)c2ccccc2F)CC1	0.3	-24%	0.1%	3%	-1%	-4%	i	-8%	-6%
Cn1cnnc1SCC(=O)NCCC(c1ccccc1)c1ccccc1	-1.6	-1%	-0.6%	0%	2%	.	i	0%	4%
O=C1CC(N2CCN(C3CC(=O)N(CCc4ccccc4)C3=O)CC2)C(=O)N1CCc1ccccc1 (centres undefined)	1.3	11%	-0.2%	16%	1%	-1%	i	13%	-31%
COc1ccc(C(=O)N/C(=C\c2cn(C)c3ccccc23)C(=O)OCC(C)C)cc1	-9.4	11%	0.0%	-3%	-2%	?	i	-1%	11%
CCCS(=O)(=O)N1CCCC(C(=O)N2CCOCC2)C1 (centres undefined)	-1.8	4%	-0.5%	8%	0%	3%	i	-5%	17%
CCOc1ccc2nc(Cl)c(C3CC(c4ccc(C)cc4)=NN3C(=O)CCCC(=O)O)cc2c1 (centres undefined)	.	-45%	0.9%	1%	.	3%	.	-5%	-10%
COC(=O)CCC(=O)Nc1ccc(N=Nc2ccccc2)cc1	-0.3	-12%	6.7%	-16%	1%	?	i	?	-24%
COCOCCn1cc(CN2CCS(=O)(=O)N(Cc3ccc(-c4ccc(Cl)c(Cl)c4)cc3)C(C)C2=O)nn1 (centres undefined)	-1.1	-109%	-2.4%	?	.	.	i	.	-17%
Clc1ncnc2c1oc1ccccc12	-1.9	4%	?	-12%	-1%	?	i	-10%	-1%
COCc1cc([C@@H]2C[C@H]3CN(c4ccccc4)C(=O)[C@]34CCCN24)ccc1OC	0.1	-13%	-0.9%	?	0%	4%	i	6%	-5%
CCCNC(=O)CSc1nnc(-c2ccco2)n1C	-1.4	-38%	0.3%	-10%	-2%	-7%	i	0%	-8%
Cc1cc(Cl)ccc1NC(=O)CCN1C(=O)C2CCCCC2C1=O (centres undefined)	-0.7	1%	0.0%	0%	-2%	16%	i	2%	23%
CCOCCCNC(=O)C1CCN(c2cc(C)nc3c(-c4ccc(OC)c(OC)c4)c(C)nn23)CC1	-1.9	-1%	0.3%	-7%	-1%	?	i	0%	-14%

Another view of 2 compounds above:
CCC(c1ccccc1)C(CC)c1cc(O)c(O)c(O)c1 (centres undefined)
  CCT modulator = -8.2	HepG2 viability = -48%	Nrf2 activator = ?	TGFb SMAD3 inh = ?	MmCpn inh = .	Nrf2 inh = 0%	Akt phos inh = i	A549 tox = 4%	Abeta yeast res = 15%

Cc1sc(NC(=O)C2CCCCC2)c(C#N)c1-c1ccccc1
  CCT modulator = 1.3	HepG2 viability = 6%	Nrf2 activator = 2.7%	TGFb SMAD3 inh = 2%	MmCpn inh = -1%	Nrf2 inh = ?	Akt phos inh = i	A549 tox = 1%	Abeta yeast res = 6%

From PubChem
